S3 lipid droplet: qHTS Assay for Lipid Storage Modulators in Drosophila S3 Cells; Drosophila S3 cells, BODIPY lipid droplet fluorescence, 18-24 h; cells fed with added oleic acid; lipid storage change, negative = inhibition, % at the top dose, mostly 46.1 µM; hits show Potency in µM; 0.64% of 320,000 active; active means well fitted inhibition curve with a large enough effect in the signal ratio, with a control signal flat, not every such curve was filed as active; inconclusive means small, poorly fitted or top-dose-only effect, or effect the other way, or a change in a side signal; the % refers to the signal ratio
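Drosophila S3 cells got compounds at several concentrations plus oleic acid (400 uM solution). Laser-scanning cytometry with 488 nm excitation read lipid droplets at 500-530 nm and cells at 575-640 nm. Percent activity was relative to 20 uM Triacsin C.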
S3 lipid droplet cell count max: second read-out of S3 lipid droplet, no call of its own (marks repeat the call); cell number change, %; measured here: cell count max response;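 cells counted by Cell Tracker Red CMTPX staining in the red channel; peak over a dose series mostly up to 46.1 µM; percent activity relative to internal control wells on each plate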
* hit, by the source's call; i = inactive; ? = inconclusive; · = no result given; [ ] = remark or other dose. On the % scale 0 is the no-effect control and ±100 the full control effect; potency means the concentration at half of the fitted maximal effect. A portion of the library; rates above refer to the full screens.

The opening 2 entries, to show the layout:
SMILES	S3 lipid droplet	S3 lipid droplet cell count max
COc1cc2c3nnc(-c4ccc(F)cc4)c-3cn(Cc3cccc(C)c3)c2cc1OC	?	·
CCOc1ccccc1N(CC(=O)NCc1ccncc1)S(=O)(=O)c1ccccc1	?	·

The whole of this part, from the first entry:
SMILES	S3 lipid droplet	S3 lipid droplet cell count max
COc1cc2c3nnc(-c4ccc(F)cc4)c-3cn(Cc3cccc(C)c3)c2cc1OC	?	·
CCOc1ccccc1N(CC(=O)NCc1ccncc1)S(=O)(=O)c1ccccc1	?	·
Cc1nn(C)c(Oc2ccccc2)c1CCNS(=O)(=O)c1ccc(Cl)cc1	?	·
CCOn1c(=O)c(-c2cccc3ccccc23)[n+]([O-])c2ccccc21	16%	24
CCOc1ccccc1N(CC(=O)O)S(=O)(=O)c1ccc(C)cc1	?	·
Cc1cccc(C)c1OCC(=O)Nc1ccc2c(c1)C(=O)NC2=O	?	·
CCCCc1[nH]nc2c1C1(C(=O)N(CC)c3ccccc31)C(C#N)=C(N)O2 (stereo unspecified)	i	·
O=C(COc1ccc2cc(Br)ccc2c1)N1CCCC1	?	·
CC(=O)NS(=O)(=O)c1ccc(N2C(=O)c3ccccc3C2=O)cc1	-16%	6
Nc1c(C(=O)CSc2ccccn2)c(=O)[nH]c(=O)n1C1CC1	?	·
Nc1ccc2nc(SCC(=O)N3CCN(c4ccccc4)CC3)sc2c1	?	·
COc1ccccc1-c1cc(-c2ccccc2)nc(=O)[nH]1	?	·

Profiles, looked up by structure. Values in the order: S3 lipid droplet	S3 lipid droplet cell count max
`COc1ccccc1-c1cc(-c2ccccc2)nc(=O)[nH]1` is listed with ?	·
`Nc1ccc2nc(SCC(=O)N3CCN(c4ccccc4)CC3)sc2c1` is listed with ?	·
`Cc1cccc(C)c1OCC(=O)Nc1ccc2c(c1)C(=O)NC2=O` is listed with ?	·
`CCCCc1[nH]nc2c1C1(C(=O)N(CC)c3ccccc31)C(C#N)=C(N)O2` (stereo unspecified) is listed with i	·
`Nc1c(C(=O)CSc2ccccn2)c(=O)[nH]c(=O)n1C1CC1` is listed with ?	·

(continued)
SMILES	S3 lipid droplet	S3 lipid droplet cell count max
Clc1cccc(CN2CCSCC2)c1Cl	?	·
COc1ccc(S(=O)(=O)N(C)C)cc1NCC(=O)Nc1ccc(Br)cc1F	1%	11
CCOC(=O)c1c(NC(=O)c2cccc([N+](=O)[O-])c2C(=O)O)sc2c1CCCC2	?	·
O=C(COC(=O)c1c[nH]c2ccccc12)Nc1ccc([N+](=O)[O-])cc1	16%	-1
COC(=O)c1ccccc1NC(=O)COC(=O)/C=C/c1ccco1	?	·
COc1cc(OC)cc(C(=O)OCC(=O)NCc2ccco2)c1	?	·
CC(C)=CCN1CCN(Cc2cccn2-c2nccs2)CC1CCO (stereo unspecified)	i	-12
Cc1nn2c3ccccc3n(C)c2nc1=O	4%	12
O=C(NCCN1CCOCC1)c1c(Cl)cccc1Cl	-13%	-6
CCOC(=O)c1sc(NC(=O)c2sccc2C)cc1C	?	·
CC(NC(=O)c1ccc(N(C)C)c([N+](=O)[O-])c1)c1ccc(-n2ccnc2)cc1 (stereo unspecified)	?	·
c1ccc2c(C3CCO3)cccc2c1 (stereo unspecified)	2%	-9
COc1cccc(COC(=O)CCNC(=O)c2ccc(Br)cc2)c1OC	i	-1
Cc1nnc(N2CCOCC2)c2nn(-c3ccccc3)c(C)c12	?	·
Cc1ccccc1-c1nc(CN2CCCC2c2ccc(F)cc2)c(C)o1 (stereo unspecified)	5%	4
Cc1cc(C(=O)CN2C(=O)C(=O)N(Cc3ccccc3)C2=O)c(C)n1-c1ccc2c(c1)OCCO2	?	·
COc1ccc(S(=O)(=O)N2CCOCC2)cc1C(=O)Nc1ccon1	?	·
Cc1ccc(NCc2nnc(SCC(N)=O)n2CCc2ccccc2)cc1	i	·
CN(C)CCCN(Cc1ccccc1)C(=S)Nc1ccc(F)c(Cl)c1	1%	2
CCN1C(=O)/C(=C/N2CC(C)CC(C)C2)SC1=S (stereo unspecified)	0%	-6
CC(=O)c1cccc(CN2CCCC(C(=O)Nc3cccc(-n4cccn4)c3)C2)c1 (stereo unspecified)	?	·
Cc1cccc(OC(=O)c2sc3ncn(C)c(=O)c3c2C)c1	6%	8
CN(C)CCCN(C(=O)c1ccc(S(=O)(=O)N2CCc3ccccc3C2)cc1)c1nc2ccc(F)cc2s1	?	·
Cc1cc(C(=O)N/N=C/c2cccnc2)cs1	-5%	19
Cc1cccc(-n2c(=S)[nH]c3c(oc4ccccc43)c2=O)c1	?	·
Cc1c(-c2ccccc2)[n+](=O)c2c(n1[O-])CCCCC2	?	·
C/C(=N/NC(=O)CCc1ccccc1)c1ccc2c(c1)OCO2	15%	27
CCCN1CCC(=O)N([C@H](COc2ccccc2)CC(C)C)CC1	?	·
O=[N+]([O-])c1cc(C(F)(F)F)ccc1Sc1ccccn1	?	·
O=C(Nc1ccccc1C(=O)N1CCCC1)c1ncoc1-c1cccc(Cl)c1	i	4
O=C(CNCCC1=CCCCC1)Nc1ccccc1N1CCCCCC1	?	·
O=C(NC1CCCCCCC1)c1cccc(Cl)c1	?	·
O=C(Nc1ccccc1-c1nnn(CC(=O)N2CCc3ccccc3C2)n1)C1CCC1	?	·
COC(=O)CSc1nc(N)nc(C)c1Br	?	·
COc1cc(/C=C2\C=CC(=O)O2)cc(OC)c1	14%	·
COc1cccc(-c2ccc(=O)n(CC(=O)Nc3ccc(S(=O)(=O)NCC(C)C)cc3)n2)c1	-9%	1
COc1ccc(C(=O)NC(=O)COC(=O)CCS(=O)(=O)c2ccc(C)cc2)cc1	?	·
Cc1ccc(-n2c(SCC(=O)Nc3cccc(C)c3)nc3c(oc4ccccc43)c2=O)cc1	-18%	-7
O=S1(=O)CCC(NS(=O)(=O)/C=C/c2ccccc2)C1 (stereo unspecified)	?	·
CCn1nnnc1SCC(=O)Nc1ccc(F)cc1	i	17
CCC(=O)N1CCc2cc(S(=O)(=O)CCC(=O)Nc3ccc(CC)cc3)ccc21	i	·
COCCCNC(=O)c1cc(-c2cccnc2)nc2ccc(S(=O)(=O)N3CCCCCC3)cc12	?	·
Cc1ccccc1C(=O)Nc1ccc(C(=O)NNC(=O)CCCOc2ccc(Cl)cc2Cl)cc1	i	·
CC(C)C(O)(C#CCN1CCCCC1)C(C)C	-6%	1
CCCCn1c(N)c(N(CCOC)C(=O)c2cccc(N3C(=O)c4ccccc4C3=O)c2)c(=O)[nH]c1=O	-26%[0.0737 µM]	20
COc1ccccc1NC(=O)CSc1nc(=O)n(CCN(C)C)c2c1CCCC2	?	·
CCN1C(=O)[C@H]2[C@@H](c3ccc(-c4ccccc4)cc3)N[C@@](Cc3ccccc3)(C(=O)OC)[C@H]2C1=O	?	·
Nc1nnn(CC(=O)N/N=C/c2cn[nH]c2-c2ccccc2)n1	-21%	-10
O=C(N/N=C/c1cccc([N+](=O)[O-])c1)c1ccccc1-n1cccc1	8%	7
CC(C(=O)N(C)C)N1c2cccc3cccc(c23)S1(=O)=O (stereo unspecified)	?	·
Cc1c(Cl)cccc1N1CC(C)(C)C1=O	2%	-6
O=C(c1ccc(-c2cccc(C(F)(F)F)c2)o1)N1CCN(c2ccccc2)CC1	?	·
Nc1ncnc(Nc2ccccn2)c1[N+](=O)[O-]	?	·
COC(=O)C1=NN(c2cccc(C)c2)C2C(=O)N(c3ccccc3OC)C(=O)C12 (stereo unspecified)	?	·
CCN(CC)S(=O)(=O)N1CCC(C(=O)NCCC2=CCCCC2)CC1	?	·
COc1ccc(CN2CCN(C(=O)c3cccnc3)CC2)cc1Br	?	·
CSc1ncccc1-c1nc2ccccc2[nH]1	i	·
O=Cc1ccc(-c2nc3ccccc3s2)o1	0%	8
COc1ccccc1N1CCN(C(=O)c2cc(-c3ccco3)on2)CC1	?	·
Cc1ccccc1NC(=O)Cn1cc(C(=O)C2CC2)c2ccccc21	?	·

Arranged by molar mass (largest number first): 6 of the compounds above
SMILES	S3 lipid droplet	S3 lipid droplet cell count max
O=C(c1ccc(-c2cccc(C(F)(F)F)c2)o1)N1CCN(c2ccccc2)CC1	?	·
COC(=O)C1=NN(c2cccc(C)c2)C2C(=O)N(c3ccccc3OC)C(=O)C12 (stereo unspecified)	?	·
COc1ccc(CN2CCN(C(=O)c3cccnc3)CC2)cc1Br	?	·
Cc1ccccc1NC(=O)Cn1cc(C(=O)C2CC2)c2ccccc21	?	·
CC(C(=O)N(C)C)N1c2cccc3cccc(c23)S1(=O)=O (stereo unspecified)	?	·
O=Cc1ccc(-c2nc3ccccc3s2)o1	0%	8

Remaining list, next part.
SMILES	S3 lipid droplet	S3 lipid droplet cell count max
O=[N+]([O-])c1cccc(NC(=S)N2CCc3ccccc3C2)c1	?	·
Cc1nc(/N=C\N(C)C)sc1C(=O)Nc1ccccc1	i	·
NS(=O)(=O)c1ccc(NNC(=O)c2ccccc2C(=O)O)cc1	20%	·
Cc1cccc2c(=O)cc(C)n(CC(N)=O)c12	?	·
CC1CCCN(C(=O)COC(=O)c2ccc[nH]c2=O)C1 (stereo unspecified)	?	·
CCN1CCc2c(sc(NC(=O)Cc3ccccc3)c2C(=O)OC)C1	?	·
O=C(/C(=N/N=C/c1ccc(O)c(O)c1O)c1ccccc1)c1ccccc1	?	·
CCC1(c2ccc(Cl)cc2)NC(=S)N(c2ccccc2)N1 (stereo unspecified)	9%	15
CCC1CCCCN1CCCNC(=O)c1cn(CC(C)C)c(=O)c2cc(OC)c(OC)cc12 (stereo unspecified)	?	·
O=C1C(Cl)=C(NCCc2ccccc2)C(=O)N1CCc1ccccc1	?	·
O=[N+]([O-])c1ccccc1SN(Cc1ccccc1)c1ccccn1	?	·
O=C(C1Cc2ccccc2CN1C(=O)c1ccccc1)N1CCN(c2ccccc2)CC1 (stereo unspecified)	9%	5
CCn1c(SCc2ccc(C(=O)Nc3nccs3)cc2)nnc1-c1ccc(NC(C)=O)cc1	-17%	-19
CC(C)N1CC=C2C(C#N)=C(N)C(C#N)(C#N)[C@H](c3ccoc3)[C@H]2C1	-21%	16
O=C1C2C3C=CC(C4CC34)C2C(=O)N1c1ccc2c(c1)OCO2 (stereo unspecified)	7%	0
CCc1ccc(-c2cc(C)no2)cc1S(=O)(=O)N1CCN(c2ccccc2F)CC1	?	·
Cc1cccc(C(=O)Nc2ccc(N3CCC(CCN4CCOCC4)CC3)c(C(=O)O)c2)c1	0%	15
CCOC(=O)c1ccccc1NC(=O)COC(=O)C1CC(=O)N(CCc2ccccc2)C1 (stereo unspecified)	?	·
CCCn1nnnc1-c1cccc(Cl)c1	-6%	-15
CC1CCCC(NC(=O)C2CCN(S(=O)(=O)N3CCCCCC3)CC2)C1C (stereo unspecified)	1%	-3
Cc1ccc(OC(=O)C2c3ccccc3Oc3ccccc32)cc1C	29%	-1
Cc1nn(-c2ccccc2)c2[nH]c(=O)cc(C(F)(F)F)c12	?	·
O=C(Cn1c(=O)c2cccn2c2ccccc21)Nc1ccc(F)cc1F	?	·
O=C(NCC(=O)N1CCCCC1)c1ccc(Br)o1	?	·
Nc1cc(-c2ccc(Cl)cc2)nn1S(=O)(=O)c1ccccc1	?	·
O=C1CSC(=S)N1/N=C/c1cc(Br)c(O)c(Br)c1	?	·
COc1ccccc1NC(=O)C(=O)NCC(c1ccco1)N1CCc2ccccc21 (stereo unspecified)	?	·
Cc1cccc(NC(=S)NCc2cccn2C)c1	?	·
Cn1c(C(=O)N2CCC(C(=O)N3CCOCC3)CC2)cc2sccc21	21%	17
CCOC(=O)c1cnn(-c2nc(-c3ccc(F)cc3)cs2)c1C(F)(F)F	?	·
CCn1nnc2cc(C(=O)O)ccc21	?	·
CC(=O)c1cccc(NC(=O)C2CC(=O)N(Cc3ccccc3)C2)c1 (stereo unspecified)	i	·
COc1cccc(-c2c(C#N)c(SC)nc3cc(C)nn23)c1	-12%	-10
COC(=O)c1cc(NC(=O)CN2C(=O)C(=O)N(C3CCCC3)C2=O)cc(C(=O)OC)c1	?	·
O=C(Nc1cccc(-c2nc3ccccc3[nH]2)c1)c1ccco1	?	·
Clc1ccc2c(NNc3ccccc3Cl)ccnc2c1	?	·
CCOC(=O)c1ccc(CC2S/C(=C(\C#N)C(C)=O)NC2=O)cc1 (stereo unspecified)	?	·
CCOCCCn1c(=S)[nH]c2cc(C(=O)N3CCN(C4CCCCC4)CC3)ccc2c1=O	i	2
Cc1cc(C)cc(C(=O)NCC(=O)OCC(=O)Nc2ccc(C)cc2Br)c1	4%	15
COc1ccccc1N1CCN(C(=O)c2ccncc2)CC1	?	·
Cn1c(=O)[nH]c(=O)c2c1nc(N1CCN(c3cccc(Cl)c3)CC1)n2CCCc1ccccc1	i	·
O=C(c1ccco1)N1CCN(C(=O)c2cc(-c3ccc(F)cc3)no2)CC1	?	·
COc1ccc(/C=C/C(=O)O/N=C(\N)c2ccccc2)cc1OC	6%	4
CC(C)N(Cc1ccccc1)C(=O)COC(=O)c1ccccc1SCC(=O)N1CCCC1	?	·
CC(C)OC(=O)c1c(NC(=O)c2cnn3c2NC(c2ccccc2)CC3C(F)(F)F)sc2c1CCCC2 (stereo unspecified)	?	·
COC(=O)c1cc(=O)nc2sccn12	?	·
CCOC(=O)c1[nH]c2ccc(OC)cc2c1NC(=O)N1CCOCC1	?	·
O=C(Nc1ccc2c(c1)OCCO2)c1cncc(Br)c1	17%	4
Cc1ccc(S(=O)(=O)N2CCN(C(=O)CCC(=O)NCc3ccc(F)cc3)CC2)cc1	?	·
